Screens: PubChem BioAssay, National Center for Advancing Translational Sciences (NCATS)
Vif-APOBEC3G blk: inhibitors of Vif-APOBEC3G interaction; HeLa A3G-eYFP + Vif (tagged APOBEC3G with the HIV-1 protein that degrades it), YFP fluorescence, overnight; Potency, µM (doses to about 46.1 µM), for the others: at the highest dose activity, negative = active, most hits filed as inhibitors; actives 0.076% (n = 410,000); AID 602310;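 note: potency is the fitted concentration of half-maximal effect; % is set by controls: 0 for no effect and ±100 for the full control effect; nearly all actives have a fitted effect of over 60% in size; hits raise eYFP signal because A3G escapes Vif-driven loss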
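HeLa cells stably expressing Vif and C-terminally eYFP-tagged A3G, seeded overnight at 37 deg C, then exposed to compound by pintool overnight at 37 deg C. Rise in yellow fluorescence (Ex 488/Em 500-530, Acumen) marks blocked Vif-driven A3G degradation.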
LDHA block: inhibitors of human lactate dehydrogenase A; actives 0.15% (n = 480,000); purified LDHA, NADH/diaphorase-resazurin fluorescence; stronger effect = lower value; AID 1347041; activity change, % (values are at about 110 or 230 µM); in the data active = activity change below about -30%; inconclusive = mostly about -25% to -30%;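 note: plate controls were DMSO wells for no effect and wells without enzyme for full effect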
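Human LDH5 at 2 nM final in Tris HCl pH 7.4 with 0.06 mM NADH and 0.2 mM pyruvate, reacted 5 minutes at room temperature. Remaining NADH coupled via diaphorase/resazurin; resorufin fluorescence read at 0 and 20 minutes, normalized to enzyme-free and DMSO wells.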
D1 antag: human D1 dopamine receptor antagonism; HEK293 TREx D1 cells, calcium flux, dopamine EC80; stronger effect = lower value; activity change, negative = inhibition, % at 10 µM; actives 3.2% (n = 360,000); AID 504652; in the data active = activity change below about -30%; note: % is set by controls: 0 for no effect and ±100 for the full control effect
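Using tetracycline-induced force-coupled D1 Hek293 cells and a calcium dye, signals were followed for 180 s after compound, then for 180 s after EC80 dopamine, to detect inhibitors.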
RXFP1 ag: activates the human relaxin receptor RXFP1; actives 0.3% (n = 370,000); Potency, µM (titrated, usually from 57.5 µM), inactives show at the highest dose activation, usual class: activators; HEK293T-RXFP1 cAMP TR-FRET, 30 min; response scale: percent of porcine relaxin response, buffer zero; note: potency is the fitted concentration of half-maximal effect; % is set by controls: 0 for no effect and ±100 for the full control effect; nearly all actives have a fitted effect of over 60% in size; many of its hits are not listed in these tables
Target sequence (Q9HBX9 whole entry, looked up): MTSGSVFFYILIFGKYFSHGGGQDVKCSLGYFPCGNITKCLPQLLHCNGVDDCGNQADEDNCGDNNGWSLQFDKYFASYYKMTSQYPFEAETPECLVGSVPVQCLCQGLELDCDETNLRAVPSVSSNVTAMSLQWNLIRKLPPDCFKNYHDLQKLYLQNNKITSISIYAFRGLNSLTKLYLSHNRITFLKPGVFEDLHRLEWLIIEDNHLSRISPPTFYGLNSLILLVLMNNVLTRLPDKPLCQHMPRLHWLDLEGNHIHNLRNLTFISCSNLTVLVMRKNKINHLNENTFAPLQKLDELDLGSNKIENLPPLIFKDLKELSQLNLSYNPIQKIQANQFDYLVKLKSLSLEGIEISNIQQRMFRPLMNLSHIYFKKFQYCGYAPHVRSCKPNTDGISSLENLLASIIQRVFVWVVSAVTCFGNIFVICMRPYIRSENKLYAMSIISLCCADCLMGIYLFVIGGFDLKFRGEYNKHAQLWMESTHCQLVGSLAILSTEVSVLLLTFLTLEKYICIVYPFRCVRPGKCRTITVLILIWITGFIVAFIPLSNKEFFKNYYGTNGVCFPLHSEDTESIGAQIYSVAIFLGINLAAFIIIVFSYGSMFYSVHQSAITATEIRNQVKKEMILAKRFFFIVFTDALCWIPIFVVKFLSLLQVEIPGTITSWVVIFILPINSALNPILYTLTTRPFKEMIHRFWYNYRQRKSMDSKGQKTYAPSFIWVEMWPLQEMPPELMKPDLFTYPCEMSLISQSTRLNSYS
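Agonist response is measured as cAMP accumulation in an RXFP1-transfected HEK293T line under PDE4 inhibition. Values are scaled between buffer-only and 29 nM porcine relaxin, and EC50s come from standard Hill equation fits.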
D2 potentiator: positive allosteric modulators of human D2 dopamine receptor; P14416; HEK293 T-REx D2, calcium flux, EC20 dopamine potentiation; potentiation, % at 10 µM; actives 0.34% (n = 340,000); AID 485347;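 active = potentiation over 3 SD above the plate norm, cut at about 30% in these data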; note: 0% is about no effect
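Primary screen. Calcium kinetics in induced HEK293 T-REx D2 cells: compound pre-addition 180 s, EC20 dopamine, 180 s more.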
Vif-APOBEC3F blk: Vif-A3F binding inhibition; actives 0.2% (n = 390,000); HeLa A3F-eYFP + Vif (tagged APOBEC3F with the HIV-1 protein that degrades it), YFP fluorescence increase; AID 602313; Potency, µM (top dose mostly 46.1 µM), for the others: at the top dose activity, negative = active; note: potency is the fitted concentration of half-maximal effect; % of control where 0% means no effect; nearly all actives have a fitted effect of over 65% in size
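Fluorescence increase (Ex 488/Em 500-530) after overnight compound treatment at 37 deg C flags inhibition of Vif-driven A3F-eYFP loss in stable HeLa A3F-eYFP/Vif cells seeded overnight beforehand.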
D1 PAM: human D1 dopamine receptor positive modulation. potentiation, % at 10 µM. HEK293 TREx D1 cells, calcium flux, dopamine EC20 potentiation. actives 0.036% (n = 360,000). P21728; in the data active = potentiation above about 30%; note: 0% is about no effect
D1 agonist: activates the human D1 dopamine receptor; activation, % at 2 µM; actives 1% (n = 360,000); HEK293 T-REx D1 cells, calcium flux, agonist mode; P21728; AID 504660; in the data active = activation above about 30%; note: 0% is about no effect
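Tetracycline-induced HEK293 TREx D1 cells, force-coupled to calcium signalling, were dye-loaded with a no-wash calcium kit. Compound was pin-added after a 10 s baseline. Fluorescence was read kinetically at 1 cycle/s for 180 s, with calcium rises flagged as agonism.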
GRP78 ERSR act: inducers of ER stress response in human glioma cells | U87-MG GRP78 promoter luciferase reporter, 16 h | Potency, µM, without a hit: at the top dose activation, most hits filed as activators | actives 0.02% (n = 420,000); note: potency is the fitted concentration of half-maximal effect; series mostly up to about 76 µM; % of control where 0% means no effect; nearly all actives have a fitted effect of over 35% in size
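Stably transfected U87-MG human glioma cells carrying a GRP78-based luminescent sensor were seeded at 1000 cells/well, pin-dosed with compounds and incubated 16 h. Luciferase reagent was then added, and end-point luminescence was read after 10 min at room temperature.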
* = called active by the depositor; ? = inconclusive; / = not tested or not shown; & = joins results of further samples; ! = repeats disagree. Unless noted, calls come from the whole dose curve; as a rule, active = well fitted curve in the direction sought with a large enough effect; inconclusive = small, poorly fitted or top-dose-only effect, or another doubt; inactive = no such curve, though single readings can be large; an effect the other way counts as inactive or inconclusive.

#	canonical_smiles	Vif-APOBEC3G blk	LDHA block	D1 antag	RXFP1 ag	D2 potentiator	Vif-APOBEC3F blk	D1 PAM	D1 agonist	GRP78 ERSR act
1	CN(CC(=O)Nc1ccc(N2CCOCC2)cc1)C(=O)COc1ccccc1F	2.1%	-10.8	31.6	-0.8%	0.3	-22.1%	-1.1	6.0	-3.9%
2	CCCOc1ccc(/C(O)=C2\C(=O)C(=O)N(CCCN(C)C)C23C(=O)N(C)c2ccccc23)cc1 (configuration not stated)	/	/	-19.8	2.0%	-11.5	/	-1.1	-0.1	/
3	Cc1ccc(S(=O)(=O)CC(=O)Nc2nc(C(C)(C)C)cs2)cc1	-8.6%	-1.6	-4.9	-0.4%	/	3.3%	-6.7	3.6	-3.5%
4	CCOc1ccc(CCNC(=O)COC(=O)/C=C/c2ccc(OCC#N)c(OC)c2)cc1OCC	-6.0%	0.1	-1.7	1.1%	2.9	5.2%	2.1	1.5	-3.5%
5	CN(C)CCN(C(=O)c1ccc2ccccc2c1)c1nc2cc3c(cc2s1)OCO3	0.5%	-0.3	/	/	/	-17.9%	/	/	-0.1%
6	CC1=NOC2(C1)N(C)c1ccccc1C2(C)C (configuration not stated)	1.8%	9.9	15.3	-0.6%	1.2	-6.8%	-4.8	-1.5	-1.8%
7	N#Cc1cc(N)c(Nc2ccccc2)cc1C#N	2.0%	-3.1	-41.1*	0.5%	-3.2	4.6%	-11.1	9.7	-5.3%
8	COc1ccc(-n2c(O)c(/C=N/NS(=O)(=O)c3cc(C)ccc3C)c3ccccc3c2=O)cc1OC	6.3%	2.5	-4.2	0.4%	0.1	?	-3.0	69.2*	-4.5%
9	CCc1ccccc1NC(=O)C1CCN(S(C)(=O)=O)CC1	0.1%	-1.8	/	/	/	-2.7%	/	/	-2.9%
10	COc1ccc(-c2onc(C)c2C)cc1S(=O)(=O)N1CCc2ccccc21	4.6%	-7.9	-24.1	0.9%	-1.4	2.8%	-5.7	11.0	-0.5%
11	CCS(=O)(=O)N1Cc2ccccc2CC1C(=O)Nc1nnc(SCc2ccc(C#N)cc2)s1 (configuration not stated)	1.4%	-2.9	9.8	2.7%	4.4	-0.1%	1.8	-0.4	4.8%
12	Cc1ccc(/C=N/n2c(COc3ccccc3)n[nH]c2=S)cc1	-0.8%	-1.5	-1.1	-0.1%	-7.1	-3.1%	10.9	0.0	0.3%
13	Cc1nc2c(C(=O)N3CCN(C)CC3)cnn2c(C)c1Cc1ccc(Cl)cc1	1.9%	-12.6	-15.1	0.3%	-21.3	-3.7%	-0.1	1.4	-3.7%
14	Cn1cc(-c2nnnn2-c2ccc(Cl)cc2)c(=O)c2ccccc21	-0.1%	0.6	-1.6	1.4%	-3.5	0.0%	-8.6	1.6	-0.8%
15	COCCn1c(SCC(=O)Nc2ccc(C)cc2C)nc2c(oc3ccccc32)c1=O	-2.1%	-4.4	10.4	10.0%	-2.0	-7.6%	4.5	1.6	-4.7%
16	Cc1ccc2sc(=O)[nH]c2c1	-2.0%	0.2	-3.4	-0.5%	-0.7	-3.0%	-0.6	1.2	-4.9%
17	CCC(=O)Nc1nc2ccccc2n1Cc1ccccc1C	-7.5%	-1.0	-5.1	0.9%	-6.8	0.0%	-0.1	11.2	-2.5%
18	COc1ccc(S(=O)(=O)N2CCN(CC3CC=CCC3)CC2)cc1 (configuration not stated)	-0.3%	-14.8	3.1	0.8%	-13.3	7.2%	-12.8	3.6	-1.1%
19	CSc1nnnn1-c1ccc(C(=O)O)cc1	-0.7%	-9.4	2.4	4.3%	-18.8	-11.2%	1.0	3.9	0.4%
20	Cn1c(=O)n(C)c2cc(NC(=O)COc3ccccc3)ccc21	2.6%	-12.3	1.0	-2.0%	5.6	-2.7%	-3.4	7.5	-0.6%
21	COCCN1C(=O)C(O)=C(C(=O)c2ccco2)C1c1cccc(Oc2ccccc2)c1 (configuration not stated)	-6.7%	5.1	28.7	12.7%	7.8	-6.3%	1.6	4.0	-2.5%
22	O=C(N/N=C/c1cc([N+](=O)[O-])ccc1Cl)c1cnccn1	?	-10.3	15.0	6.8%	-6.5	-8.0%	2.1	0.6	-5.1%
23	N#CCCN1CCN(S(=O)(=O)c2ccc3c(c2)OCCCO3)CC1	-0.3%	-8.6	-1.8	0.1%	8.2	-13.1%	-1.1	5.6	-0.6%
24	C=CCNc1nc(N(c2ccccc2)c2ccccc2)nc(-n2ccnc2)n1	1.9%	0.0	1.3	3.4%	-4.6	-4.7%	-6.2	4.0	-1.6%
25	COc1ccc(S(=O)(=O)Nc2ccc(N(C)C(C)=O)cc2)cc1	-0.2%	0.2	0.9	0.0%	16.3	-5.1%	0.6	1.3	2.5%
26	CC(NC(=O)c1ccc(NC(=O)CC2SC(N3CCCC3)=NC2=O)cc1)c1ccc(F)cc1 (configuration not stated)	-13.5%	2.1	7.7	0.5%	11.3	-13.4%	-1.9	0.9	-0.8%
27	C#CCOCCOCCOCCNc1nc(N2CCN(C(=O)CCCCCCCCCCNC(=O)Cn3cc(C[C@@H](C)O)nn3)CC2)nc(N2CCN(C(=O)CCCCCCCCCCNC(=O)[C@H](CO)n3cc(CCCSC)nn3)CC2)n1	-13.2%	-3.2	11.2	0.8%	-9.0	-1.3%	2.9	16.1	3.6%
28	Cc1ccc(-c2nc(-c3cccnc3)sc2CC(=O)Nc2ccc3nc(C)sc3c2)cc1	-0.3%	2.0	2.3	5.6%	-21.7	-7.1%	-4.0	0.4	-4.6%
29	Cc1ccc2nc(NCCc3ccc(Cl)cc3)c3nncn3c2c1	-10.5%&4.2%	-6.7&-14.1	-61.5*!	?	-17.9&-4.6	11.9%&5.6%	-4.5&5.5	1.9&2.7	1.9%&-0.7%
30	Nc1c(S(=O)(=O)c2ccccc2)cnc2c(-c3ccc(F)cc3)cnn12	-1.0%	-9.7	-8.8	17.4%	-1.1	-5.2%	-3.6	2.0	-2.6%
31	O=C(/C=C/c1ccccc1)Nc1ccc2c(c1)OCCO2	1.0%	-4.0	-10.0	1.6%	-1.0	1.9%	-3.1	2.3	-6.7%
32	CC(=O)c1c(C)[nH]c(C(=O)CSc2nnc(-c3cccs3)n2Cc2ccccc2)c1C	1.8%	-2.0	1.9	2.6%	0.6	-7.1%	-5.5	2.2	-1.2%
33	CC(=O)c1ccc(O)c(CSC2=NCCS2)c1	2.9%	-8.1	27.1	0.6%	-0.3	0.9%	0.6	9.3	0.9%
34	O=C(Nc1nnc(-c2ccccc2)o1)C1CCCN1S(=O)(=O)c1cccs1 (configuration not stated)	-2.0%	-4.5	4.7	0.6%	4.9	4.9%	-3.2	1.9	-2.2%
35	O=C(CCC(=O)N1CCN(S(=O)(=O)c2ccccc2)CC1)NC1CCCc2ccccc21 (configuration not stated)	0.0%	-5.8	2.2	-0.4%	-5.0	-0.7%	2.5	-0.4	-6.2%
36	CCOC(=O)c1[nH]c(C)c(CCC(=O)N2CCN(c3cc(C)ccc3C)CC2)c1C	-0.6%	-9.0	-2.9	1.0%	-0.3	-6.5%	-1.4	0.3	-3.6%
37	O=C(OCC(=O)c1c[nH]c2ccccc12)c1ccc(F)c(S(=O)(=O)N2CCOCC2)c1	-0.3%	5.8&0.0	/	/	/	1.6%	/	/	-1.3%
38	CC(=O)c1sc2nc(SCC(=O)N3CCCCC3)[nH]c(=O)c2c1C	-2.7%	1.7	9.9	?	2.9	1.8%	0.7	1.3	-1.6%
39	Cc1ccc(-n2nc(C(=O)N3CCC(C)CC3)c(=O)n(C)c2=O)cc1	2.3%	2.3	-4.4	3.9%	4.2	2.7%	-2.2	1.6	-1.6%
40	CCOc1cc(C2CC(=O)c3c(ccc4ccccc34)N2)ccc1O (configuration not stated)	-6.9%	0.2	-3.3	-3.0%	11.7	-7.4%	-0.6	2.7	-3.1%
41	O=C(CNC(=O)c1ccc([N+](=O)[O-])cc1)N/N=C/c1c[nH]c2ccccc12	-0.1%	-0.7	-13.3	-0.9%	/	-5.4%	-3.0	2.5	-5.1%
42	C/C(=N\NC(=O)c1cccc(Cl)c1)c1cccc(NC(=O)c2ccco2)c1	-7.3%	-2.7	-7.0	0.5%	5.7	/	-2.2	0.8	-1.7%
43	O=C(Cn1cncn1)c1ccccc1	1.6%	-2.0	4.5	0.1%	-1.5	0.2%	4.3	2.7	-0.6%
44	Cc1ccc2oc(C(=O)Nc3cccc(Cl)c3)cc(=O)c2c1	3.4%	-4.8	33.1	-1.5%	10.0	0.2%	-1.4	-0.4	-6.2%
45	O=C(O)c1sc2ncccc2c1OCc1ccccc1	1.8%	-9.0	3.0	4.4%	13.7	10.3%	2.0	3.6	0.8%
46	CC(=O)NC1CCN(C(=O)N2CCCC2)CC1	-4.7%	4.5	3.9	-0.8%	0.0	3.1%	-1.7	1.9	0.8%
47	O=C(COc1cc(Cl)ccc1Cl)Nc1nnc(C2CC2)s1	-2.2%	-5.3	3.0	0.3%	-7.5	2.3%	-4.8	2.8	-3.2%
48	CC1CN(c2nnnn2-c2ccccc2)CC(C)O1 (configuration not stated)	-3.1%	-6.5	-6.5	1.4%	-5.8	/	-3.9	0.4	3.6%

Some of the compounds tested (hit frequency here may not be typical).
